Bioassay records from PubChem.
EWS-Fli block: inhibitors of EWS/Fli oncoprotein transcriptional activity; inhibition, % at 12.6 µM; actives 0.67% (n = 350,000); A673 NR0B1-luciferase reporter, viability-normalised;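 active means mean inhibition of at least 50% after viability correction, with every replicate also passing that limit; inconclusive means mean reaches 50% but only one of two replicates passes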;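 further: firefly luciferase signal divided by Alamar Blue viability fluorescence both relative to DMSO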
PAX8 reporter: inhibitors of PAX8 transcriptional activity in RMG-I cells; RMG-I TPO-luciferase reporter, SteadyGlo, 24 h; AID 652154; inhibition, % at 12.6 µM; actives 1.2% (n = 360,000);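 active means mean replicate inhibition at least 60% with every replicate also reaching 60%; inconclusive means only one of the two criteria is met; inactive means mean below 60% and not all replicates reaching 60%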;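 further: luciferase light reporting Pax8 driven TPO promoter activity; plate controls were median of neutral control wells for no effect and mitoxantrone controls for full effect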
GSIS activator: GLuc luminescence reporter in INS-1E cells, primary screen for activators of glucose-dependent secretion of insulin. actives 0.61% (n = 370,000). AID 743287. activation, % at 16.6 µM. INS-1E GLuc reporter insulin secretion, 2-3 h;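 active means lowest replicate activation of at least 40%, so every replicate reaches that level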;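 further: 0% = median of neutral control wells and 100% = median of IBMX positive control wells; some compounds called inactive have numbers as strong as hits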
FN deposit inh: fibronectin deposition inhibition. AH1F fibroblasts, Alexa488-fibronectin deposition fluorescence, overnight. inhibition, % at 12.6 µM. actives 0.086% (n = 350,000);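 active means mean inhibition across replicates of 30% or more, regardless of how many single replicates reach that level; inconclusive means mean under 30% yet at least half of replicates reach 30%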;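 further: positive control wells lacked labelled fibronectin entirely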
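Material: AH1F fibroblast monolayer depositing Alexa488-labelled fibronectin into matrix / Amount: 10000 AH1F cells per well / Signal: fluorescence 485/525 nm / Medium: DMEM, 2% serum / Compound: single dose, pinned / Incubation: 1 h cell adhesion before compound, then overnight fibronectin incubation / Reagent: Alexa488-FN, 24 nM final / Read-out: inhibition of fibronectin deposition signal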
F508del corr: correctors of CFTR F508del function in bronchial epithelial cells. CFBE cells, YFP halide quenching; stimulated with forskolin plus potentiator P3; % fluorescence drop versus neutral controls. activity (quench increase), % at 7.58 µM. actives 0.36% (n = 350,000);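 active means mean added fluorescence quench of at least 8% versus neutral control, with both replicates also reaching 8%; inconclusive means only one of the mean or replicate conditions met; inactive means mean below 8% and not both replicates reaching 8%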;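 further: cells transiently co-express mutant CFTR-F508del with the halide-sensitive YFP; corrector assay measuring rescue of mutant channel to the surface after 24 h compound exposure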
DENV2 CPE: inhibitors of DENV2 cytopathic effect; DENV2-infected cells, cytopathic effect rescue, plate reader; CPE inhibition, % at 9.99 µM; actives 1.7% (n = 350,000); AID 651640; in the data active means CPE inhibition above about 20%, passing the limit was not always enough; inconclusive means no clear call, values can overlap the other calls; tested in BHK-21 cells;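 further: 0% = median of neutral control wells and 100% = median of positive control wells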
miR-122 sensor: miR-122 inhibition in Huh7 cells; Huh7 miR-122 Renilla luciferase sensor, 48 h; neutral wells = 0, positive control = 100; activation (reporter increase), % at 12.5 µM; actives 0.3% (n = 340,000);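 active means mean replicate activation score at least 90 and every replicate individually at or above 90; inconclusive means only one of the two criteria met; inactive means neither criterion met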;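 further: higher luciferase means less miR-122 activity so hits act as miR-122 inhibitors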
* marks the source's active call; other numbers are inactive results; ? = inconclusive; / = not tested or not shown; [ ] = remark or other dose.

SMILES	EWS-Fli block	PAX8 reporter	GSIS activator	FN deposit inh	F508del corr	DENV2 CPE	miR-122 sensor
Cc1nc(Cc2nnc(SC(C)C(=O)N3c4ccccc4NC(=O)C3(C)C)o2)cs1 (stereo not given)	4.5	0.7	3.3	-0.2	-0.5	-14.2	/
Cc1ccccc1S(=O)(=O)N1CC(=O)N2[C@H](CO)[C@H](c3ccc(C#CCC4CCCC4)cc3)[C@@H]2C1	8.3	-19.3	-18.8	/	-1.4	?	/
COc1ccc2c3c([nH]c2c1)[C@@H](CO)N(C(=O)c1cccc(F)c1)CC31CN(C(=O)CC2CC2)C1	33.1	-10.1	8.9	3.0	-1.6	-3.5	/
CCn1cc(Cl)c(C(=O)N2N=C3/C(=C/c4cccs4)CCCC3C2c2cccs2)n1 (stereo not given)	/	46.6	/	6.8	/	/	4.7
Cc1ccc(CN2CC(C(=O)N3CCN(S(=O)(=O)c4c(F)cccc4F)CC3)CC2=O)cc1 (stereo not given)	2.2	-1.9	-11.6	-11.0	0.0	-7.7	/
Cc1nc2ncnn2c(C)c1Cc1ccccc1Cl	-0.6	14.3	/	-2.1	-1.9	5.5	-5.3
OCC1(CCc2ccccc2)CCN(Cc2ccccc2Cl)CC1	4.8	17.7	-2.8	9.5	0.3	-3.8	/
CCOC(=O)Cn1nc(Cc2ccccc2)c2ccccc2c1=O	/	19.6	/	7.5	/	/	4.5
COCC(=O)N1[C@H](CO)[C@H](c2ccccc2)C12CN(C(=O)c1cccc(F)c1)C2	-7.4	15.4	1.4	/	-0.7	-6.7	/
COc1cc(OC)cc(C(=O)Nc2ncn[nH]2)c1	1.3	-9.2	8.6	0.2	0.4	8.6	0.2
COc1cccc(NC(=O)c2ccccc2F)c1	-133.9	-193.4	/	2.8	-1.8	17.3	-0.5
CC1(C2CC2)NC(=O)N(CC(=O)Nc2ccc(C(F)(F)F)cc2)C1=O (stereo not given)	-0.8	-2.0	-24.4	-2.8	0.1	17.6	2.2
CC(C)c1nnc(SCC(=O)NCCC2=CCCCC2)n1N	/	/	-22.2	-1.0	/	/	0.4
C[C@H](NC(=O)C1CCN(S(=O)(=O)c2ccccc2)CC1)C(=O)NCc1cccnc1	1.4	-25.5	10.0	-10.9	3.9	37.3*	0.1
O=C(C[C@@H]1C[C@@H]2c3cc(NC(=O)Nc4ccccc4F)ccc3O[C@@H]2[C@@H](CO)O1)NCc1ccccn1	-2.5	-10.4	-2.7	1.0	0.1	-7.3	-3.9[16.7 µM]
CSc1ccccc1NC(=O)CN(C)CC(=O)Nc1cc(C)ccc1C	11.8	12.2	-11.1	1.0	1.8	/	/
Cc1ccc(S(=O)(=O)N(C)C[C@H]2Oc3ccc(NC(=O)CCCCCC(=O)Nc4ccccc4N)cc3C(=O)N([C@H](C)CO)C[C@@H]2C)cc1	20.3	/	-5.6	/	0.2	-1.8	/
O=C(c1cc2c(s1)CCCC2)N1CCN(CCO)CC1	-8.5	8.6	-8.2	/	1.6	7.9	-9.6
COc1ccc(SCCN2CC[C@@H](NC(=O)OCc3ccccc3)CCC2=O)cc1	2.7	-0.1	-22.2	-4.8	-0.7	-20.5	-5.1
Cc1cccc(NC(=O)NNS(=O)(=O)c2ccc(F)cc2)c1	5.6	-17.6	14.1	0.9	/	/	/
C#CCSc1[nH]c(=O)cc(C)c1C#N	2.8	6.6	15.1	-2.9	-2.4	/	-4.9
CC(=O)Nc1ccc2c(c1)C(=O)N(C)[C@H]1CC[C@H](CC(=O)NCc3ccc4c(c3)OCO4)O[C@H]1CO2	2.3	2.7	7.6	-12.1	1.6	0.1	0.0[16.7 µM]
CCOc1ccc(Br)cc1S(=O)(=O)Nc1cccc(S(=O)(=O)N(C)c2ccccc2)c1	5.5	-5.4	2.0	8.0	/	-2.1	?
COc1cc(/C=N/N=C(\N)c2nonc2N)cc(OC)c1O	-18.7	-76.2	1.8	-3.8	-1.0	-0.6	/
O=C(Cc1ccc(F)cc1)Nc1c(C(=O)N2CCN(c3ncccn3)CC2)oc2ccccc12	/	0.6	-34.4	-8.8	0.6	-3.5	-19.5

Going on with the list.
SMILES	EWS-Fli block	PAX8 reporter	GSIS activator	FN deposit inh	F508del corr	DENV2 CPE	miR-122 sensor
COC(=O)c1ccccc1S(=O)(=O)N1CCC(C(=O)OCC(=O)NCC(F)(F)F)CC1	1.9	3.1	2.1	/	-0.1	-2.6	-6.4
CCOC(=O)N1CCN(CC(=O)n2c(C)c(C)c3ccccc32)CC1	/	18.5	6.5	1.0	/	/	5.0
O=C(CCc1nnc2ccc(NCc3ccco3)nn12)N1CCN(c2ccccc2F)CC1	/	32.9	6.4	1.6	0.3	-1.7	-5.2
CCc1nc2c(OCc3ccccc3)cccn2c1N(C)C(=O)Nc1ccccc1OC	4.9	20.7	-10.6	9.3	-2.4	-7.8	/
OC[C@@H]1Nc2ccc(C#Cc3cccc(F)c3)cc2[C@H]2NCC[C@@H]12	6.7	/	0.6	0.3	-1.4	-6.1	/
COc1ccc(CC(=O)N2CCN(C(=O)c3ccco3)CC2)cc1	10.2	/	3.7	/	-0.7	2.9	/
O=C(c1cc(F)ccc1F)C1CCCN(C(=O)CSc2ccccn2)C1 (stereo not given)	-5.7	-8.7	-7.5	/	4.9	11.2	/
CC1=C(C(=O)N(C)C)CC(CC(=O)NCCCN(C)C)C(=O)N1Cc1ccc(F)cc1 (stereo not given)	-12.2	8.2	-3.1	2.8	-2.7	7.7	-0.3
O=C(Cc1ccc(F)cc1)Nc1ccc(S(=O)(=O)N2CCCC2)cc1	1.7	11.9	-3.2	-2.3	0.7	-5.9	4.8
O=C(CSc1nnc(-c2cc3ccccc3cc2O)n1Cc1ccco1)c1ccc(F)cc1	/	18.8	/	1.2	/	/	231.5*
CC(C)CNC(=O)COc1cccc(C(=O)NCc2ccccc2)c1	1.0	-6.9	8.4	/	1.0	2.5	/
CC(C)NC(=O)Nc1ccc2c(c1)C(=O)N([C@@H](C)CO)C[C@@H](C)[C@H](CN(C)C(=O)CCCN(C)C)OCCCC[C@@H](C)O2	/	-4.7	7.7	-0.8	-2.0	/	-2.3[16.7 µM]
CC(Oc1cc2oc(=O)c3c(c2cc1Cl)CCC3)C(=O)NCC1CCC(C(=O)O)CC1 (stereo not given)	-0.1	-9.1	-10.1	-10.8	-1.6	-3.9	-4.8
Cn1c(N)c(C(=O)CSc2nn(-c3ccccc3)c(=S)s2)c(=O)n(C)c1=O	8.3	0.9	38.9	/	-1.8	7.0	-2.7
CN(C)CCSc1nc(-c2ccccc2)nc2c1CCC2	2.6	0.0	8.9	/	-1.1	-3.5	-15.0
O=[N+]([O-])c1cccc(C=NN=Cc2ccccc2O)c1	-55.6	-84.6	/	2.6	1.1	-4.7	/
Cc1cc(/C(N)=N/OC(=O)Nc2ccccc2)no1	-35.3	-0.5	-4.2	0.1	1.4	4.4	0.7
CCC1CCCCN1CCCNC(=O)c1ccc2c(c1)NC(=O)CS2 (stereo not given)	/	-10.0	14.5	-2.3	-0.8	9.5	-2.5
Clc1ccc(Br)c(-c2nc3ccccc3[nH]2)c1	-11.8	-12.0	/	3.2	-2.2	11.2	-4.3
c1cc(-c2n[nH]c(-c3ccncc3)n2)ccn1	3.8	19.3	17.8	8.5	3.7	?	1.7
NS(=O)(=O)c1ccc(-n2cccc2C=O)cc1	2.7	11.0	-6.1	-5.1	1.7	-2.4	/
Cc1ccc2nc(C)cc(C(=O)NC3CCCCCC3)c2c1	5.0	0.3	/	-5.5	0.9	-7.3	-4.4
CCCCn1c(N)c(N(CCOC)C(=O)COc2c(C)cccc2C)c(=O)[nH]c1=O	-4.6	-6.1	4.3	-4.1	-3.0	7.0	/
COCCNC(=O)C(c1ccc(O)cc1)N(C(=O)CCC(=O)Nc1nccs1)c1cccc(C)c1 (stereo not given)	0.6	1.4	11.0	1.9	-0.3	14.1	-6.9
COc1cccc(-c2sc3ccc(OC)cc3c2-c2cnc(N3CCOCC3)nc2)c1	-63.3	-157.7	-9.3	2.8	-1.3	-6.5	/

Two of these compounds in another layout.
SMILES: COc1ccc(CC(=O)N2CCN(C(=O)c3ccco3)CC2)cc1
  EWS-Fli block = 10.2
  PAX8 reporter = /
  GSIS activator = 3.7
  FN deposit inh = /
  F508del corr = -0.7
  DENV2 CPE = 2.9
  miR-122 sensor = /
SMILES: CC(C)CNC(=O)COc1cccc(C(=O)NCc2ccccc2)c1
  EWS-Fli block = 1.0
  PAX8 reporter = -6.9
  GSIS activator = 8.4
  FN deposit inh = /
  F508del corr = 1.0
  DENV2 CPE = 2.5
  miR-122 sensor = /

(listing goes on)
SMILES	EWS-Fli block	PAX8 reporter	GSIS activator	FN deposit inh	F508del corr	DENV2 CPE	miR-122 sensor
CC(=O)NC[C@@H]1[C@@H](c2ccccc2)[C@@H](CO)N1C(=O)Cc1ccncc1	-0.8	-13.7	4.5	-5.5	2.6	0.0	28.6[16.7 µM]
CCOC(=O)N/N=C/c1cc(C)n(-c2cccc3ccccc23)c1C	8.1	-15.9	/	-3.1	-2.0	37.2*	-9.4
C[C@H](CO)N1C[C@H](C)[C@@H](CN(C)S(=O)(=O)c2ccc(Cl)cc2)Oc2c(NC(=O)C3CCOCC3)cccc2C1=O	-10.9	0.8	0.7	/	-2.2	1.4	11.3[16.7 µM]
CCCc1cc(=O)[nH]c(SCC(=O)c2ccc3c(c2)OCCO3)n1	/	1.5	4.2	-0.9	/	/	/
COc1ccc(Nc2ccccc2)c(C)c1	-6.9	/	9.0	/	-3.0	4.7	/
COc1cc(C=C(OC(C)=O)c2ccc3c(c2)OCO3)cc(OC)c1OC	0.8	-3.5	-19.8	-1.8	0.1	1.0	/
Cc1noc(C)c1S(=O)(=O)N(C)C[C@@H]1OCCCC[C@@H](C)Oc2ccc(NC(=O)c3ccccc3)cc2C(=O)N([C@@H](C)CO)C[C@H]1C	0.2	7.6	2.2	/	-1.6	10.7	-3.7[16.7 µM]
CO[C@H]1CN(C)C(=O)c2ccc(NS(=O)(=O)c3ccccc3F)cc2OC[C@@H](C)NC[C@H]1C	1.1	-10.5	33.9	-12.5	-1.8	3.8	/
CCc1ccc2[nH]c(=O)c(CN(CCN(C)C)C(=S)NCc3ccco3)cc2c1	-1.8	-8.8	-2.5	-4.9	4.0	-7.0	1.5
C=CCNC(=O)C1CCN(S(C)(=O)=O)CC1	/	-9.1	/	5.4	/	/	-3.2
Cc1cc(C)cc(NC(=O)Nc2cnccn2)c1	-4.8	-11.5	-2.1	-0.5	-1.2	15.8	2.2

3 entries from above in a different format.
SMILES: CCOC(=O)N/N=C/c1cc(C)n(-c2cccc3ccccc23)c1C
  EWS-Fli block: 8.1; PAX8 reporter: -15.9; GSIS activator: /; FN deposit inh: -3.1; F508del corr: -2.0; DENV2 CPE: 37.2*; miR-122 sensor: -9.4
SMILES: C[C@H](CO)N1C[C@H](C)[C@@H](CN(C)S(=O)(=O)c2ccc(Cl)cc2)Oc2c(NC(=O)C3CCOCC3)cccc2C1=O
  EWS-Fli block: -10.9; PAX8 reporter: 0.8; GSIS activator: 0.7; FN deposit inh: /; F508del corr: -2.2; DENV2 CPE: 1.4; miR-122 sensor: 11.3[16.7 µM]
SMILES: CCCc1cc(=O)[nH]c(SCC(=O)c2ccc3c(c2)OCCO3)n1
  EWS-Fli block: /; PAX8 reporter: 1.5; GSIS activator: 4.2; FN deposit inh: -0.9; F508del corr: /; DENV2 CPE: /; miR-122 sensor: /
